Source: PubChem
TGFb inhibitor: qHTS for Inhibitors of TGF-b; HepG2 CAGA-GFP TGF-b/SMAD3 reporter, GFP fluorescence, 18 h; TGF-beta stimulated, 500 pg/mL final; Potency, µM (series often up to 46.1 µM), for inactives: at the highest dose activity, negative = inhibition, hits mostly inhibitors; 410,000 compounds, 1.2% hits; AID 588855, 2011; note: potency is the fitted concentration of half-maximal effect; % is set by controls: 0 for no effect and ±100 for the full control effect; nearly all actives have a fitted effect of over 65% in size
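Read-out: total well GFP (ex488/em500-530) summed from mean per-cell fluorescence. Cells: HEPG2 CAGA-GFP, 1% FBS DMEM, 18 h at 37 degrees C with 500 pg/mL final TGF-beta. Unstimulated wells served as the full-inhibition control; stimulated DMSO wells = 0%.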
MmCpn inh: Inhibitors of TCP-1 ring complex (TRiC) of Methanococcus maripaludis (MmCpn): qHTS; Chaperonin Mm-Cpn (Methanococcus maripaludis); purified Mm-Cpn ATPase, ADP Transcreener TR-FRET; Potency, µM (titrated, usually from 76.9 µM), for the others: top-dose activity, negative = inhibition, usual class: inhibitors; 330,000 compounds, 0.031% hits; AID 504842, 2011; note: potency is the fitted concentration of half-maximal effect; % is set by controls: 0 for no effect and ±100 for the full control effect; nearly all actives have a fitted effect of over 80% in size
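Reaction buffer contained 30 mM Tris pH 7.4, 100 mM KCl, 5 mM MgCl2 and 1 mM DTT. Mm-CPN (25 nM final) hydrolysed 10 uM ATP over 30 min at 37°C; ADP was read by HTRF.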
HepG2 tox: qHTS for Inhibitors of TGF-b: Cytotox Counterscreen. HepG2 CAGA-GFP viability, ATP luminescence, 18 h. 410,000 compounds, 0.76% hits. Potency, µM (top dose mostly 46.1 µM), for the others: top-dose activity change, negative = cytotoxicity, most hits filed as cytotoxic. AID 588856, 2011; note: potency is the fitted concentration of half-maximal effect; some results filed as inactive show a strong effect at the top dose
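HepG2 CAGA-GFP cells (1000/well, DMEM with 1% FBS) received compound, then TGF-beta at 500 pg/mL final, and were incubated 18 hours at 37 degrees C. Viability was read by CellTiter-Glo luminescence. Media-only wells were set as complete cell-killing and DMSO as no toxicity.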
A549 tox: Nrf2 qHTS screen for inhibitors: counterscreen for cytotoxicity. A549 ARE-Fluc cells, CellTiter-Fluor viability, 18-24 h. Potency, µM (doses to about 46 µM), inactives show at the top dose activity change, negative = cytotoxicity, actives largely listed as inhibitors. 390,000 compounds, 0.16% hits; note: potency is the fitted concentration of half-maximal effect; % is set by controls: 0 for no effect and ±100 for the full control effect
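A549 ARE_Fluc cells in 5% FBS OPTI-MEM were exposed to compounds in concentration-response for 18-24 h at 37 deg C. Viability was read by CellTiter-Fluor fluorescence (Ex 405/Em 525) after 30 min, before the luciferase read.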
Nrf2 block: Nrf2 qHTS screen for inhibitors; AID 504444, 2011; A549 ARE-Fluc reporter, luciferase luminescence, 18-24 h; 360,000 compounds, 2.1% hits; Potency, µM (titrated, usually from 46 µM), for the others: at the highest dose activity change, negative = inhibition, most hits filed as inhibitors; note: potency is the fitted concentration of half-maximal effect; % is set by controls: 0 for no effect and ±100 for the full control effect; nearly all actives have a fitted effect of over 60% in size
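Quantitative HTS in A549 cells stably bearing an antioxidant response element-firefly luciferase construct. Inhibition of Nrf2-driven transcription was scored by luminescence after 18-24 h of compound exposure at 37 °C.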
S2 tox: Viability Counterscreen for Primary qHTS for Inhibitors of ATXN expression. Potency, µM (highest dose often 56.7 µM), most hits filed as cytotoxic. 400,000 compounds, 0.49% hits. S2 cells (HEK-293 line with an ATXN2-luciferase reporter) viability, CellTiter-Fluor protease fluorescence, 24 h; note: potency is the fitted concentration of half-maximal effect; nearly all actives have a fitted effect of over 40% in size
pAkt inh: HTS Assay for Inhibitors of Akt Phophorylation: Primary Screen; 360,000 compounds, 0.32% hits; activity change, % for hits at 50 µM; AID 651550, 2012; Neuro2A IGF-stimulated pAkt S473 HTRF, 20 min; hits give low values; in the data active = activity change below about -80%; inconclusive = mostly about -51% to -80%; note: % is set by controls: 0 for no effect and ±100 for the full control effect
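Single-point screen (50 µM final compound) in Neuro2A cells stimulated 20 min with 6 nM IGF at 37 deg C. After lysis, Ser473-phosphorylated Akt read by HTRF (ex 330 nm, em 615/665 nm) as the 665/615 ratio.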
Nrf2 activator: qHTS of Nrf2 Activators. 410,000 compounds, 0.31% hits. AID 624171, 2012. AREc32 ARE-luciferase reporter (MCF7-derived line), luminescence, 24 h. Potency, µM (highest dose often 46.1 µM), for inactives: at the top dose activation, actives largely listed as activators; note: potency is the fitted concentration of half-maximal effect; % of control where 0% means no effect; nearly all actives have a fitted effect of over 65% in size
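Nrf2 activation is followed as ARE-luciferase induction in the AREc32 line after one day of compound treatment; luminescence is read with Steady-Glo.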
CCT modulator: High-Throughput Screening for Modulators of Cytosolic Chaperonin Activity | purified chaperonin ATPase assay, HTRF ADP detection, 30 min | activity change, % (no concentration beside the values), hits read low | 360,000 compounds, 0.3% hits; in the data active = activity change below about -30%; note: % is set by controls: 0 for no effect and ±100 for the full control effect
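TRiC (40 or 20 nM final, by batch activity) in 30 mM Tris pH 7.4, 100 mM KCl, 5 mM MgCl2, 1 mM DTT was treated with compound at 76 uM single dose, then 10 uM ATP, 30 min at 37 °C. ADP was read by HTRF Transcreener.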
The depositor's hits bear a star; i = inactive; ? = inconclusive; / = no result given; & = joins results of further samples; [ ] = remark or other dose. Unless noted, calls come from the whole dose curve; as a rule, active = well fitted curve in the direction sought with a large enough effect; inconclusive = small, poorly fitted or top-dose-only effect, or another doubt; inactive = no such curve, though single readings can be large; an effect the other way counts as inactive or inconclusive.

SMILES	TGFb inhibitor	MmCpn inh	HepG2 tox	A549 tox	Nrf2 block	S2 tox	pAkt inh	Nrf2 activator	CCT modulator
COc1ccc2[nH]c(C(=O)NCc3ccccc3)c(C)c2c1	-20%	1%	-24%	-3%	22%	?	i	2.4%	-3.5
COC(=O)c1ccc(NS(=O)(=O)c2ccc3[nH]c4c(c3c2)CCCCC4)cc1	?	/	-87%	-8%	?	i	/	-0.7%	/
N/C(=N\OC(=O)CCC1CCCCC1)c1ccc([N+](=O)[O-])cc1	15%	-4%	-16%	6%	?	i	i	7.8%	-0.5
C=CCNC(=O)c1ccc(-n2cccc2)cc1	12%	-4%	-12%	1%	?	i	i	-0.1%	0.8
CCCCCC(=O)Nc1nc2ccccc2[nH]1	14%	-4%	-2%	-14%	3%	i	i	2.8%	-11
O=C(COc1ccc(Cl)cc1Cl)NCCCCc1ccccc1	8%	-1%	-11%	-2%	3%	i	i	-0.5%	-1.5
OC1(c2cn(Cc3ccccc3)nn2)CCCCC1	-2%	0%	-2%	-4%	/	i	i	1.6%	0.3
CCN(CC)C(=O)c1[nH]cnc1C(=O)Nc1ccccc1F	0%	/	-23%	/	/	?	i	5.4%	-0.3
CCNC(=O)C1(C)CCN(Cc2csc(-c3ccccc3)n2)C1 (centres undefined)	37%[activator]	/	7%	/	/	i	i	-0.9%[9.22 µM]	-0.1
Cc1cc(OCC(=O)OCC(=O)N2CCc3ccccc32)ccc1Cl	-5%	-8%	-3%	1%	8%	i	i	0.2%	2.6
CC1=C(C(=O)OCc2ccccc2)C(c2ccccc2OS(=O)(=O)c2ccccc2[N+](=O)[O-])NC(=O)N1CCCC(=O)O (centres undefined)	1%	/	-13%	6%	11%	i	i	1.7%	-1.0
O=C(O)CN=C1NC2(CCCC2)Cc2ccccc21	29%	1%	4%	2%	2%	i	i	0.2%	-1.2
Cc1ccc(-n2c(-c3ccc(Cl)cc3)n[nH]c2=S)cc1	-20%	-2%	0%	11%	-6%	i	i	-0.2%	0.0
COc1cccc(NS(=O)(=O)c2ccc3c(c2)C2C=CCC2C(c2ccc(C(=O)O)cc2)N3)c1 (centres undefined)	8%	2%	-3%	-3%	-8%	i	i	0.1%	2.5
C(/C=C/c1ccco1)=N/N1CCN(c2ccccc2)CC1	-8%	1%	-18%	-2%	/	i	i	16%	1.2
O=C(OCCN(C1=NS(=O)(=O)c2ccccc21)c1ccccc1Cl)c1ccc(Cl)cc1	?	-9%	-33%	-1%	?	i	i	-0.3%	-1.5
O=C(Cc1cccs1)Nc1ccc(Cl)cc1	1%	0%	16%	-10%	24%	i	i	3.7%	1.2
Cc1ccc(/C=N\NC(=O)C2CN(S(=O)(=O)c3ccccc3)CCN2S(=O)(=O)c2ccccc2)cc1 (centres undefined)	-2%	1%	-7%	-2%	2%	i	i	-0.4%	-0.7
CC(C)CN(Cc1cc2ccccc2[nH]c1=O)C(=O)c1cccnc1	12%	-2%	4%	-7%	17%	i	i	-0.1%	-3.7
O=S(=O)(c1ccccc1F)N1CCN(CCc2ccccc2)CC1	?	0%	-41%	-4%	18µM*	i	i	4.4%	-1.0
C=CCSc1nc2sc(C)c(C)c2c(=O)[nH]1	-3%	1%	-14%	0%	14%	i	i	0.5%	-3.4
NC(=O)c1ccc(NC(=O)CS(=O)(=O)c2cn(CC(=O)N3CCCC3)c3ccccc23)cc1	0%	1%	-1%	0%	3%	?	i	-0.6%	-1.2
CCn1c(N)c(C(=O)NCCOC)sc1=S	7%	-5%	-21%	-6%	-5%	i	i	-0.3%	-5.9
N#CCc1ccc(NC(=O)c2ccc(S(=O)(=O)N3CCCC3)cc2)cc1	-13%	0%	-9%	3%	-23%	i	i	3.6%	-2.0
CCn1c(=O)cc(SCC(=O)Nc2cccc(SC)c2)c2ccccc21	?	0%	-28%	-23%	13µM*	i	i	3.9%	-1.7

Other entries
SMILES	TGFb inhibitor	MmCpn inh	HepG2 tox	A549 tox	Nrf2 block	S2 tox	pAkt inh	Nrf2 activator	CCT modulator
CCOC(=O)c1sc(NC(=O)C2CC(=O)N(c3ccccc3C)C2)nc1C (centres undefined)	37%[activator]	2%	3%	-4%	-14%	i	i	2.4%	0.5
Cc1ccc(-c2cc(C(=O)Nc3cnn(C(C)C)c3)no2)cc1	12%	4%	-8%	-6%	-14%	i	i	-0.1%	1.3
CCOC(=O)C1CCN(C(=O)c2cccc(NS(=O)(=O)c3ccc(F)c(F)c3)c2)CC1	-22%	1%	-6%	-6%	-9%	i	i	-0.2%	-1.6
CSc1nsc(SC)c1C(=O)OCC(F)(F)F	-11%	1%	-15%	1%	-1%	i	i	9.4%	-0.6
CC(=O)Nc1ccc(S(=O)(=O)Oc2ccc(C(=S)N3CCCCC3)cc2)cc1	-15%	1%	-17%	-17%	21µM*	i	i	0.5%	-7.9
N=c1oc2cc(O)ccc2cc1C(=O)Nc1ccc(Br)cc1	-23%	0%	1%	3%	21µM*	/	i	3.8%	-2.1
Cc1cc(F)ccc1NC(=O)CCS(=O)(=O)c1cc2c3c(c1)CCN3C(=O)CC2	?	/	-5%	0%	?	i	/	-0.7%	/
COc1ccc(-c2nc3cc(C)c(Br)c(C)n3c2Cc2cccc(F)c2)cc1OC	?	/	-54%	/	/	i	i	6.7%	-1.8
COCCn1c(-c2ccc(C#N)cc2)nc2c1c(=O)[nH]c(=O)n2Cc1ccccc1	22%	-5%	8%	0%	0%	i	i	-0.2%	-2.5
COc1ccc(C(=O)NCCc2nnc3ccc(SCC(=O)N4CCOCC4)nn23)cc1	-3%	2%	3%	0%	3%	i	i	0.1%	-3.7
CCC(C)NS(=O)(=O)c1ccc(NC(=O)C2CCCO2)cc1 (centres undefined)	-1%	1%	5%	-11%	?	?	i	3.0%	0.4
CCOC(=O)c1c(NC(=O)/C=C/c2ccc(OCC)cc2)sc(C(C)=O)c1C	16%	/	7%	-2%	11%	i	/	-0.6%	/
CN(C)CCCNCCCNC(=O)/C=N/O	0%	0%	10%	-6%	10%	i	i	-0.9%	2.5
Nc1ccc(N2CCOCC2)c2nonc12	?	-15%	-11%	-4%	-12%	?	i	-0.8%	-2.2
O=C(O)CC(Cc1ccccc1)(C(=O)O)c1ccccc1 (centres undefined)	15%	0%	16%	-7%	-1%	i	i	-0.4%	-0.3
O=Cc1nccc2ccccc12	0%	/	11%	1%	1%	i	i	3.7%	-2.6
COc1ccc(-c2oc3ncnc(NCCCN4CCOCC4)c3c2-c2ccc(OC)cc2)cc1	-3%	-7%	-6%	?	?	?	i	0.0%	-0.3
CCCn1c(=S)[nH]c2cc(C(=O)N3CCN(C)CC3)ccc2c1=O	-4%	/	0%	/	/	i	i	-0.6%	0.0
COc1cccc(C(=O)O[C@H]2[C@H](Cc3ccccc3)NS(=O)(=O)[C@H]3C[C@@H]4C=C[C@]23O4)c1	-15%&-28%	1%	-12%&1%	-11%	-20%	i	i	0.0%	1.9
CC(C)Cn1c(C23CC4CC(CC(C4)C2)C3)n[nH]c1=S	-28%	0%	-26%	2%	0%	i	i	2.8%	1.5
CCCC(O)(c1ccc(Cl)cc1)C(CN1CCOCC1)c1ccc(Cl)cc1 (centres undefined)	?	0%	-55%	-11%	18µM*	i	i	3.4%	-0.5
CN(C)/C=C1\NC(=S)N(c2ccc(Cl)cc2)C1=O	118%[activator]	2%	6%	-12%	2%	i	i	0.2%	1.6
COC(=O)c1cc2c(cc1Cl)SC(=NCCCN1CCOCC1)NS2(=O)=O	-5%	0%	-27%	-2%	-19%	i	i	0.4%	0.8
CCc1nn(CC(=O)NC2CC2)c(=O)c2cc3c(OC)cccc3n12	4%	/	-49%	-3%	14%	i	/	0.1%	/
Cc1cc(C(=O)Nc2ccccc2C(=O)N2CCCCC2)ccc1[N+](=O)[O-]	1%	?	4%	0%	-11%	i	i	3.3%	-3.9

Next section (2 carried over from the part before).
SMILES	TGFb inhibitor	MmCpn inh	HepG2 tox	A549 tox	Nrf2 block	S2 tox	pAkt inh	Nrf2 activator	CCT modulator
CCc1nn(CC(=O)NC2CC2)c(=O)c2cc3c(OC)cccc3n12	4%	/	-49%	-3%	14%	i	/	0.1%	/
Cc1cc(C(=O)Nc2ccccc2C(=O)N2CCCCC2)ccc1[N+](=O)[O-]	1%	?	4%	0%	-11%	i	i	3.3%	-3.9
CCOC(=O)c1sc(NS(=O)(=O)c2ccc(NC(C)=O)cc2)nc1C	1%	-1%	7%	-10%[1.84 µM]	3%	i	i	-0.7%	-2.3
O=[N+]([O-])c1cccc(NC(=S)Nc2nc(-c3ccccc3Cl)cs2)c1	3.5µM*	-1%	-28%	?	?	?	i	4.2%	-2.3
O=Cc1cn(CC(O)CN2CCCCC2)c2ccccc12 (centres undefined)	1%	-4%	6%	-5%	11%	?	i	1.4%	-2.2
O=C(CNC(=O)c1cccc(F)c1)N/N=C/c1cc(Br)ccc1OCc1ccccc1	-37%	-1%	-32%	2%	-18%	i	i	0.2%	-5.3
COc1ccc(NC(=O)CN2CCCN(Cc3ccccc3)S2(=O)=O)cc1	-18%	/	-29%	3%	14%	/	/	-0.7%	/
O=C(c1ncc[nH]1)c1ccccc1C(=O)N1CCOCC1	?	0%	-89%	-2%	10%	i	i	-0.1%	-3.1
Nc1ccc(S(=O)(=O)Nc2nccc(/C=C/c3ccccc3F)n2)cc1	-13%	0%	-22%	-7%	-2%	i	i	?	-0.9
COc1ccc(S(=O)(=O)NC2CC(=O)N(c3ccc4c(c3)OCCO4)C2)cc1 (centres undefined)	-23%	0%	1%	-12%	1%	i	i	0.0%	-0.8
